High-throughput results (PubChem)
ssDAF-12 act: S. stercoralis DAF-12 nuclear receptor activators, primary screen, cell-based, luminescence, HEK293, GRIP1 co-expression, lit1-tk-luc | Nuclear hormone receptor DAF-12 (Strongyloides stercoralis) | HEK293 ssDAF-12/GRIP1 lit1-tk-luc reporter; % of 3 µM dafachronic acid response | activation, % at 6.8 µM | actives 1% (n = 370,000) | AID 652126, 2013;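 active = activation above the mean over all tested compounds plus 3 SD, cut at about 0.9% in these data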;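 note: 0% = DMSO-only wells and 100% = 3 µM delta7-dafachronic acid wells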
PLCg1 inh: PLC-gamma1 enzyme inhibitors, primary screen, biochemical, fluorescence, purified enzyme; 1-phosphatidylinositol 4,5-bisphosphate phosphodiesterase gamma-1 (Homo sapiens), P19174; fluorogenic substrate; inhibition, % at 12.2 µM; actives 0.84% (n = 370,000); in the data active = inhibition above about 9.5%
Target sequence (P19174 whole entry, looked up): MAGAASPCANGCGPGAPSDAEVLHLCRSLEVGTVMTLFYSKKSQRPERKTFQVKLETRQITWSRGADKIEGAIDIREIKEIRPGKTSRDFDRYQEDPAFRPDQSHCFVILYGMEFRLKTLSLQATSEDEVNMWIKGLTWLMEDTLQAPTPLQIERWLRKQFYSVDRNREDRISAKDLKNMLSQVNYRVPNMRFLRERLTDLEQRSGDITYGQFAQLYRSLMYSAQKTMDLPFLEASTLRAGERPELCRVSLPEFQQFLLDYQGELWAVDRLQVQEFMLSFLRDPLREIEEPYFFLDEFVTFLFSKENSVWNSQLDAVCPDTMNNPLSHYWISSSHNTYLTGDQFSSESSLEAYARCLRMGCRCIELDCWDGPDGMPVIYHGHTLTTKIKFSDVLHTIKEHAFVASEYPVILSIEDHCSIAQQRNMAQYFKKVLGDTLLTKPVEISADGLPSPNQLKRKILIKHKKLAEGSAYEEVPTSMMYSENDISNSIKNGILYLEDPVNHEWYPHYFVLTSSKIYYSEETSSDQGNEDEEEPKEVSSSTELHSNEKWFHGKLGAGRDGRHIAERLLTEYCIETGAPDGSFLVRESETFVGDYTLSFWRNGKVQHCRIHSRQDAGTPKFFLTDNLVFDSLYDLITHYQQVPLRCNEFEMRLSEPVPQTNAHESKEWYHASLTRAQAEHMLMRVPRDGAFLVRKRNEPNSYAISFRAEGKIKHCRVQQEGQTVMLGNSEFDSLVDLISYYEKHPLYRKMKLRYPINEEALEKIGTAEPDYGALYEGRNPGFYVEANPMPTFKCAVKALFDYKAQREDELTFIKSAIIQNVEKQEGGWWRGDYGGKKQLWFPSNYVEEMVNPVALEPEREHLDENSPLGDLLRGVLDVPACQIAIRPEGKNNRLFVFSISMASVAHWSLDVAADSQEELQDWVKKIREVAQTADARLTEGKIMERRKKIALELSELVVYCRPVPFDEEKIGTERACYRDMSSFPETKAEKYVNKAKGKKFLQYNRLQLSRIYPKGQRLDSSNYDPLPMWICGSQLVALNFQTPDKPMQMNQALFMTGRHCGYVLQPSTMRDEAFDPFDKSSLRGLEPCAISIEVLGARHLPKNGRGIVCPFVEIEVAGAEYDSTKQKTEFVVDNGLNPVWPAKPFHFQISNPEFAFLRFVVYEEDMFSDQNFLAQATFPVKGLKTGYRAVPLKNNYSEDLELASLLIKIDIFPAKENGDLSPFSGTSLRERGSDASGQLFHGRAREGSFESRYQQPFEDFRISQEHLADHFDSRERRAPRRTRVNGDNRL
hgDAF12 agonist: H. glycines DAF-12 receptor agonists, primary screen, cell-based, luminescence, HEK293, GAL4 fusion, UAS-luciferase; Nuclear hormone receptor DAF-12 (Heterodera glycines), GAL4 fusion; HEK293 GAL4-hgDAF12 UAS-luciferase reporter, agonist luminescence; normalized to butyrate control; activation, % at 6.8 µM; actives 1.8% (n = 370,000); AID 687014, 2013;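 active = activation above a cutoff set at the mean of all screened compounds plus 3 SD, cut at about 10% in these data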;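 note: 0% = DMSO wells and 100% = sodium butyrate wells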
DAX1 inh-1: DAX1 (NR0B1) inhibitors, primary screen, cell-based, HEK293, Gal4-DAX1, luciferase luminescence; inhibition, % at 6.75 µM; actives 0.99% (n = 340,000); HEK293 Gal4-DAX1 luciferase reporter; Nuclear receptor subfamily 0 group B member 1 (Homo sapiens), P51843; AID 504766, 2011;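 active = inhibition above the mean over all tested compounds plus 3 SD, cut at about 4.2% in these data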;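 note: 0% = DAX1-transfected cells with DMSO and 100% = empty-vector control cells with DMSO; inhibition shows as a rise in luminescence from relieved DAX1 repression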
MBD2 inh: inhibitors of MBD2 binding to methylated DNA, primary screen, biochemical, TR-FRET, DNA-binding domain, human; Methyl-CpG-binding domain protein 2 (Homo sapiens), Q9UBB5; MBD2 binding to methylated oligonucleotide; inhibition, % at 4.4 µM; actives 0.31% (n = 370,000); AID 686964, 2013; in the data active = inhibition above about 13%
DAX1 inh-2: DAX1 (NR0B1) inhibitors on StAR promoter, primary screen, cell-based, luminescence, SF-1 (NR5A1), full-length DAX-1. HEK293T StAR-luciferase reporter, SF-1/DAX-1 repression relief. inhibition, % at 6.8 µM. actives 1.1% (n = 370,000). AID 652010, 2013;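 active = inhibition above the mean over all tested compounds plus 3 SD, cut at about 3.6% in these data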;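 note: 0% = DAX-1 cells with DMSO and 100% = cells lacking DAX-1 with DMSO; higher inhibition means more luminescence from relief of DAX-1 repression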
SMARCA2 activ: SMARCA2 (BRM) function activators, primary screen, cell-based, luminescence, high throughput. AID 652017, 2013. actives 1% (n = 370,000). activation, % at 9.1 µM. MG213 cells, MMTV-luciferase reporter, dexamethasone, overnight; in the data active = activation above about 7.8%;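 note: 0% = vehicle wells and 100% = reference activator wells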
Rev-erbA mod: modulators of Rev-erb alpha DNA binding, primary screen, biochemical, FITC-DNA, fluorescence polarization, uHTS; Nuclear receptor subfamily 1 group D member 1 (Homo sapiens), P20393; Rev-erbα–FITC-DNA binding, 90 min; activity, % at 10 µM; actives 0.79% (n = 370,000);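 active = activity above about 14%, limit read from the data; passing the limit was not always enough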;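 note: 0% = DMSO wells with 35 nM protein and 100% = DMSO wells with 750 nM protein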
PLC-beta3 inh: human PLC-beta3 inhibitors, primary screen, biochemical, fluorescence. 1-phosphatidylinositol 4,5-bisphosphate phosphodiesterase beta-3 (Homo sapiens), Q01970. Purified PLC-beta3, fluorogenic substrate. inhibition, % at 12.2 µM. actives 0.18% (n = 370,000); in the data active = inhibition above about 11%;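 note: 0% = median of compound wells on plate and 100% = full blocker control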
hcDAF-12 act: H. contortus DAF-12 nuclear receptor activators, primary screen, cell-based, luminescence, HEK293, lit1-tk-luc reporter; activation, % at 6.8 µM; actives 1.4% (n = 370,000); HEK293 hcDAF-12 lit1-tk-luc reporter; 0% DMSO, 100% Δ7-dafachronic acid; AID 652067, 2013;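 active = activation above the mean of all tested compounds plus 3 SD, cut at about 5.5% in these data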;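 note: 100% = response to 3 µM Δ7-dafachronic acid high control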
ADAM17 inh: ADAM17 inhibitors, primary screen, biochemical, QFRET; Disintegrin and metalloproteinase domain-containing protein 17 (Homo sapiens), P78536; recombinant ADAM17, EDANS/DABCYL FRET peptide cleavage; inhibition, % at 6.95 µM; actives 0.83% (n = 370,000);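 active = inhibition above the mean of compounds lying between control limits plus 3 SD, set per campaign, cut at about 8.5% in these data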;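 note: 0% = DMSO-only wells as the low control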
The depositor's hits bear a star; x = no result given.

Each structure is followed by: ssDAF-12 act, PLCg1 inh, hgDAF12 agonist, DAX1 inh-1, MBD2 inh, DAX1 inh-2, SMARCA2 activ, Rev-erbA mod, PLC-beta3 inh, hcDAF-12 act, ADAM17 inh
> COc1ccc(S(=O)(=O)N2CCN(CC(O)COc3ccc(C#N)cc3)CC2)cc1OC (stereo unspecified)
→ -1.2, 5, -1.6, -1.0, 7, -0.4, 1, -3, -4, -1.1, -7
> CC1C/C(=N/NC(=O)c2cccc(F)c2)c2ccc(O)cc2C1 (stereo unspecified)
→ -1.4, 1, 13*, 1.6, -1, 0.2, 9.2*, -2, 0, 2.6, -2
> O=C(C[n+]1cccc(/C=N/O)c1)N1CCCCCC1
→ -0.5, -1, 2.7, -0.5, -2, -0.1, 2, 4, 2, 0.8, 1
> CCOc1ccc(CNC(=O)c2cccc(NC(=O)C3=C(C)OCCS3)c2)cc1
→ -1.3, 0, -0.8, -2.1, 3, -0.3, -1, 7, -2, -3.7, 0
> CC(=O)Nc1ccc(S(=O)(=O)N2CCCC(C(=O)O)C2)cc1 (stereo unspecified)
→ -0.8, 1, -0.2, 0.0, 0, -0.1, 3, -1, 4, 0.3, 2
> O=C(NCCc1nnc2ccc(NCCCN3CCOCC3)nn12)c1ccccc1
→ -0.4, -2, 2.3, 0.1, -4, 0.9, -2, -9, -5, -0.9, 0
> COc1cc(/C=N/NC(=O)c2ccc(COc3ccccc3Cl)o2)cc(Br)c1O
→ -1.5, -43, -3.4, -0.5, -2, 0.1, -1, -27, -41, -3.7, 3
> COc1ccccc1Cc1c(-c2ccc(F)cc2)nc2c3ccccc3ccn12
→ 0.5, -14, 4.5, x, 4, -0.4, -1, 4, -16, 5.8*, -10
> COc1ccccc1-n1c(=O)c2c3c(sc2n2c(SC(C)C)nnc12)CCC3
→ -0.9, -4, -1.0, -0.1, -2, 0.3, 1, -1, -2, -0.1, -5
> CCN(CC)C(=O)C1=C(C)N(Cc2ccccc2)C(=O)C(CC(=O)NCCc2ccccn2)C1 (stereo unspecified)
→ -0.7, 0, 0.3, 1.2, 1, 0.1, -3, 0, 2, -0.6, -3
> CCN(CCCNC(=O)c1c(C)cc(=O)oc1C)c1cccc(C)c1
→ -1.6, -2, 3.9, 1.6, -2, 1.4, 0, -2, 0, -0.2, -3
> Cc1ccc(NC(=O)C2c3ccccc3-c3ccccc32)cc1
→ -1.1, 6, 1.6, x, 3, 1.2, -5, -4, 6, 1.2, 0
> COCCOc1cc(N2C(=O)CSCC2=O)c(Cl)cc1Cl
→ -0.7, 3, 0.1, 1.4, -3, 0.0, 1, 7, 3, -1.5, 2
> O=C(/C(=N\Nc1ccccc1)Sc1nnnn1-c1ccccc1)c1ccccc1
→ -1.0, 0, -3.1, -0.9, 4, -0.4, -1, -3, 2, -0.7, -1
> O=C(c1ccc(OC2CCN(CCc3ccccc3)CC2)cc1)N1CCC(CO)CC1
→ -0.5, -1, 0.5, 0.1, 8, 0.5, -2, 5, -7, -2.0, -4
> O=C(/C=C/Nc1ccccc1C(F)(F)F)c1ccco1
→ 1.1*, -30, 19*, 1.5, -7, 4.9*, 8, 0, -32, 10*, -9
> CN(C1CCCC1)C1CCN(C(=S)Nc2cc(F)cc(F)c2)CC1
→ -1.7, 7, -3.2, 0.3, 4, 0.4, -1, -5, -5, 1.8, -3
> COC(=O)C1C(c2ccc(N(C)C)cc2)C(C(=O)OC)S(=O)(=O)CS1(=O)=O (stereo unspecified)
→ -1.2, 4, -1.4, 1.3, 2, -0.5, -2, -5, -1, -0.2, 0
> CCCCn1c(N)c(N(CCC(C)C)C(=O)CC2CCCC2)c(=O)[nH]c1=O
→ -0.9, 5, -0.5, -0.6, 3, 0.2, 4, -3, -2, 0.1, 0
> Cc1c(CCO)c(=O)n2n1CCCC2
→ -0.8, 0, 2.6, 2.9, 2, 0.1, 1, -2, 2, 0.7, -3

Among those listed so far, these have a furan ring, fused or not.
Each structure is followed by: ssDAF-12 act, PLCg1 inh, hgDAF12 agonist, DAX1 inh-1, MBD2 inh, DAX1 inh-2, SMARCA2 activ, Rev-erbA mod, PLC-beta3 inh, hcDAF-12 act, ADAM17 inh
> COc1cc(/C=N/NC(=O)c2ccc(COc3ccccc3Cl)o2)cc(Br)c1O
→ -1.5, -43, -3.4, -0.5, -2, 0.1, -1, -27, -41, -3.7, 3
> O=C(/C=C/Nc1ccccc1C(F)(F)F)c1ccco1
→ 1.1*, -30, 19*, 1.5, -7, 4.9*, 8, 0, -32, 10*, -9

Additional records
Each structure is followed by: ssDAF-12 act, PLCg1 inh, hgDAF12 agonist, DAX1 inh-1, MBD2 inh, DAX1 inh-2, SMARCA2 activ, Rev-erbA mod, PLC-beta3 inh, hcDAF-12 act, ADAM17 inh
> COc1ccc(CSc2nnc(-c3ccncc3)n2N)cc1
→ -1.2, 3, 0.4, 1.7, -3, 0.5, 2, -1, -3, -1.8, -1
> Cc1ccc(NCc2nc3ccccc3n2C)cc1C
→ 1.7*, -6, 13*, 3.3, 1, 3.1, 6, -4, -13, 13*, -6
> CC(=O)c1cccc(N(CC(=O)Nc2cc(C)cc(C)c2)S(C)(=O)=O)c1
→ -1.4, 3, -1.1, -0.9, 0, 0.5, 0, 3, -1, -1.5, -1
> CCOc1ccc(S(=O)(=O)NCCc2cn3ccccc3n2)cc1
→ -1.0, -1, -2.3, 0.0, -5, -1.1, -1, -1, -5, 0.0, -8
> CSc1ncccc1C(=O)OCC(=O)Nc1ccc(S(=O)(=O)N2CCCC2)cc1
→ -1.7, 1, 3.8, -0.1, 1, -0.6, -1, -3, -1, -5.0, 9.5*
> N=c1sccn1CC(=O)Nc1ccc(Cl)cc1[N+](=O)[O-]
→ -1.5, 6, 2.5, 4.4*, -1, -0.7, -5, 4, -4, 2.0, -2
> COc1ccc(OC)c(S(=O)(=O)Nc2ccccc2O)c1
→ -0.1, 0, -0.8, -0.8, -4, -0.6, -3, 6, -7, 0.4, -5
> O[C@@H]1CN(C2CCN(Cc3ccccc3)CC2)CC[C@H]1N1CCCCCC1
→ -1.0, 0, -0.6, 1.0, 6, 0.4, 1, -1, -5, 1.4, -1
> Nn1c(SCC(=O)Nc2cc(C(F)(F)F)ccc2Cl)nnc1-c1n[nH]c2c1CCC2
→ -1.2, -2, 2.1, x, -1, -0.7, -6, 6, 1, -1.9, -1
> COc1ccc(NC(=O)CSc2nccn2C)c([N+](=O)[O-])c1
→ -0.1, 2, 1.7, 3.5, 5, 0.8, 2, -4, 4, 0.6, 1
> CC(=O)N1CCN(c2ccc(NCc3ccccc3)cc2)CC1
→ -1.1, -76, -0.9, -1.2, -5, -1.3, -2, -3, -84, -0.3, -11
> CN(C)NC1CC(=O)N(c2ccccc2)C1=O (stereo unspecified)
→ -0.8, 0, 0.4, 0.0, -3, 0.1, 1, -8, 2, -1.7, -1
> Cc1ccccc1CS(=O)(=O)c1cn(CC(=O)N2CCOCC2)c2ccccc12
→ -0.8, 2, 0.6, 0.4, -5, -0.4, -1, -1, -5, 1.9, -2
> COc1ccccc1OCC(=O)Nc1ccccc1C(=O)Nc1cccc(C(=O)O)c1
→ -0.7, 1, -3.2, -1.0, -3, -0.4, 0, -2, -4, -0.1, 0
> CSCC[C@H](NC(=O)C(C)Oc1ccc(Cl)cc1)c1nc2ccccc2[nH]1 (stereo partly specified)
→ -1.7, 4, 0.3, -0.6, 5, -1.3, 3, 1, 4, 0.6, 1
> CN(C(=O)c1ccc(Cl)c(S(=O)(=O)N2CCOCC2)c1)c1ccccc1C(=O)O
→ -1.3, 3, 1.8, -1.1, 6, -0.6, -2, -6, 5, -0.5, 0
> CCN(CC)S(=O)(=O)c1cc(C(=O)Nc2cc(C)on2)c(Cl)cc1Cl
→ -1.3, 1, -2.5, 0.0, -1, 0.4, 0, 4, -6, -0.8, 0
> COC(=O)c1cc(NC(=O)Nc2cc(OC)ccc2OC)cc(C(=O)OC)c1
→ 0.2, 1, 2.8, 0.7, 1, -0.4, -3, 7, -1, -0.1, -8
> CCOC(=O)Nc1cc(C(=O)OC)ccc1C
→ -0.7, 0, -1.9, -0.3, 2, 0.1, -1, 4, 2, -1.6, -4
> O=C(O)c1ccccc1NC(=O)c1cc2ccccc2oc1=O
→ -0.7, -1, 1.8, 1.1, -3, 1.3, 2, -4, -8, 1.8, 4
> O=C(NNC(=S)Nc1cccc(C(F)(F)F)c1)c1cccc(Cl)c1
→ -1.7, -12, -0.9, -2.3, -1, -0.3, -6, -8, -20, 0.3, 8
> c1cnc(NCCSSCCNc2ncccn2)nc1
→ -1.2, 0, 4.3, 1.1, 6, -1.2, -4, -1, 3, -2.0, -2

Not a retest: four of the compounds above.
Each structure is followed by: ssDAF-12 act, PLCg1 inh, hgDAF12 agonist, DAX1 inh-1, MBD2 inh, DAX1 inh-2, SMARCA2 activ, Rev-erbA mod, PLC-beta3 inh, hcDAF-12 act, ADAM17 inh
> COc1ccc(CSc2nnc(-c3ccncc3)n2N)cc1
→ -1.2, 3, 0.4, 1.7, -3, 0.5, 2, -1, -3, -1.8, -1
> Cc1ccc(NCc2nc3ccccc3n2C)cc1C
→ 1.7*, -6, 13*, 3.3, 1, 3.1, 6, -4, -13, 13*, -6
> CC(=O)c1cccc(N(CC(=O)Nc2cc(C)cc(C)c2)S(C)(=O)=O)c1
→ -1.4, 3, -1.1, -0.9, 0, 0.5, 0, 3, -1, -1.5, -1
> CCOc1ccc(S(=O)(=O)NCCc2cn3ccccc3n2)cc1
→ -1.0, -1, -2.3, 0.0, -5, -1.1, -1, -1, -5, 0.0, -8
